# From PubChem BioAssay
# POLI inh: blocks human DNA polymerase iota activity | Q9UNA4 | Pol iota fluorescent replication assay, 10 min | Potency, µM (doses to about 115 µM), inactives show at the highest dose activity, negative = inhibition, actives largely listed as inhibitors | 1% of 390,000 active | AID 588590; also: potency is read from the fitted curve at half-maximal effect
#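 Fluorescent replication assay read twice, at 0 min and 10 min after adding 50 nM (final) substrate. Enzyme (10 nM) and compounds were first incubated 15 min at room temperature; enzyme-free buffer wells were negative controls.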
# RXFP1 antag: antagonists of human relaxin receptor RXFP1. HEK293-RXFP1, relaxin-stimulated cAMP HTRF, 30 min; active compounds read low. activity change, negative = inhibition, % at 57.5 µM. 0.59% of 350,000 active;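 active = activity change of -60% or lower, but not beyond a set lower limit; inconclusive = change between -60% and -40%, or beyond the set limit; inactive = change above -40%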; also: % is scaled to controls: 0 for no effect and ±100 for the full control effect
# Tb PGK inh: blocks T. brucei phosphoglycerate kinase; P07378; PGK/GAPDH coupled, Kinase-Glo luminescence, 60 min; Potency, µM (top dose mostly 57.5 µM), without a hit: top-dose activity change, negative = inhibition, most hits filed as inhibitors; 0.043% of 380,000 active; also: potency is read from the fitted curve at half-maximal effect; % is scaled to controls: 0 for no effect and ±100 for the full control effect; nearly all actives have a fitted effect of over 60% in size
#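 Luminescent ATP detection (Kinase-Glo Plus) follows a 60-minute room-temperature incubation, with wells lacking PGK as controls. Buffer: 100 mM TEA (pH 7.6), 5 mM MgCl2, 0.01% Tween-20. Coupling enzyme GAPDH (100 nM final) supplies unstable 1,3-BPG in-well.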
# POLK inh: blocks human DNA polymerase kappa activity; Q9UBT6; purified Pol kappa, fluorescent DNA synthesis assay, 10 min; Potency, µM (doses to about 107 µM), inactives show top-dose activity, negative = inhibition, hits mostly inhibitors; 0.53% of 400,000 active; also: potency is read from the fitted curve at half-maximal effect; % is scaled to controls: 0 for no effect and ±100 for the full control effect
#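 Activity was followed as the change in fluorescence between reads at 0 and 10 min after starting the reaction with 50 nM substrate. Beforehand, 10 nM polymerase had been preincubated with compound for 15 min at room temperature.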
# Pol beta inh: inhibitors of human DNA polymerase beta. 1.3% of 340,000 active. AID 485314. Pol beta primer extension/strand displacement, fluorescence kinetic. P06746. Potency, µM (titrated, usually from 114 µM), inactives show at the highest dose activity change, negative = inhibition, actives largely listed as inhibitors; also: potency is read from the fitted curve at half-maximal effect; % is scaled to controls: 0 for no effect and ±100 for the full control effect
#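 10 nM enzyme + cpd, 15 min RT; start with substrate 50 nM final; read 0 min and after 10 min RT. Corrected, normalized data; 4-parameter Hill curve fit.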
# Anesthetic bind: binds horse apoferritin like a general anesthetic; P02791; Potency, µM (top dose mostly 77.5 µM), for inactives: at the top dose activity change, negative = displacement, most hits filed as inhibitors; AID 485281; apoferritin/1-aminoanthracene competitive binding, fluorescence; 0.074% of 350,000 active; also: potency is read from the fitted curve at half-maximal effect; % is scaled to controls: 0 for no effect and ±100 for the full control effect; nearly all actives have a fitted effect of over 20% in size
# Target sequence (P02791 2-175 limits assumed): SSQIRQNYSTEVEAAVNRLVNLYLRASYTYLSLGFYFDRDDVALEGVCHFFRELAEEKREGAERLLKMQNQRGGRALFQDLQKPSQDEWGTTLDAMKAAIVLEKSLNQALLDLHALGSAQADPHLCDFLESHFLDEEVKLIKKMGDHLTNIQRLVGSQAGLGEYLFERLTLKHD
#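 Apoferritin-based anesthetic binding model; compound displacement of fluorescent 1-AMA measured as endpoint fluorescence after 10 minutes at room temperature, scaled to free-ligand and complex controls.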
# BLM inh: inhibitors of human Bloom syndrome helicase BLM. recombinant BLM DNA unwinding, fluorescence dequenching. Potency, µM (doses to about 56.1 µM), inactives show top-dose activity change, negative = inhibition, usual class: inhibitors. 0.2% of 350,000 active;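 also: potency is read from the fitted curve at half-maximal effect; plate controls were vehicle for no effect and no enzyme for full effect; nearly all actives have a fitted effect of over 35% in size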
# APEX1 inh: inhibitors of human APE1 endonuclease | P27695 | recombinant APE1, TAMRA/BHQ-2 abasic DNA cleavage fluorescence | Potency, µM (doses to about 65.8 µM), for the others: at the top dose activity change, negative = inhibition, usual class: inhibitors | 0.35% of 350,000 active | AID 2517;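 also: potency is read from the fitted curve at half-maximal effect; plate controls were vehicle for no effect and reference inhibitor for full effect; nearly all actives have a fitted effect of over 55% in size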
# Target sequence (P27695 whole entry, looked up): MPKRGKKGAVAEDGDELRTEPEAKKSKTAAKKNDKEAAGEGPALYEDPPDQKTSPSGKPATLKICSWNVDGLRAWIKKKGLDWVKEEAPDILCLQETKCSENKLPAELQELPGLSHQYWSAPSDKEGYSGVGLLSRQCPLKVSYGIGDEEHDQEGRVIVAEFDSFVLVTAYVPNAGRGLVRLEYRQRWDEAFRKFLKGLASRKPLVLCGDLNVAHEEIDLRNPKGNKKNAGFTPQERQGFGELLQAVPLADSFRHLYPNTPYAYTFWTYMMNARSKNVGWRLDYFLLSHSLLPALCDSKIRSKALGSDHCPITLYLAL
#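 Substrate: short duplex with […] THF abasic site, 5'-TAMRA and 3'-BHQ-2, 50 nM final. APE1 at 0.75 nM, preincubated 15 min RT with compound. Fluorescence increase from first to third read measured activity.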
# Pol eta inh: DNA polymerase eta (human) inhibition; Q9Y253; recombinant Pol eta, fluorescent DNA replication assay; Potency, µM (highest dose often 114 µM), without a hit: top-dose activity change, negative = inhibition, hits mostly inhibitors; 1.2% of 390,000 active; also: potency is read from the fitted curve at half-maximal effect; % is scaled to controls: 0 for no effect and ±100 for the full control effect
#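 Pol eta (10 nM) was preincubated with compounds for 15 min at room temperature, after which fluorescent replication substrate (50 nM final) was added to start the reaction. Fluorescence was read kinetically at 0 and 10 min.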
# * hit, by the source's call; i = inactive; ? = inconclusive; / = not tested or not shown; & = joins results of further samples; [ ] = another dose, or the depositor's remark. Unless noted, calls follow the shape of the dose curve; as a rule, active = well fitted curve in the direction sought with a large enough effect; inconclusive = small, poorly fitted or top-dose-only effect, or another doubt; inactive = no such curve, though single readings can be large; an effect the other way counts as inactive or inconclusive. This is a subset, so the mix of outcomes need not match the whole.
SMILES,POLI inh,RXFP1 antag,Tb PGK inh,POLK inh,Pol beta inh,Anesthetic bind,BLM inh,APEX1 inh,Pol eta inh
FC(F)(F)c1ccccc1/C=N/n1c(COc2ccccc2)n[nH]c1=S,?,-27,6%,-3%,28%,-22%,-10%,-11%,-19%
Nc1n[nH]c(N)c1N=Nc1ccc(Cl)cc1Cl,16%,1,-4%,-3%[60.1 µM],5%,-10%,1%,9%,-6%
CCOc1ccccc1N=C1SCC(C)N1C(=O)C1CCN(c2ncnc3sc(C)c(C)c23)CC1 (stereo not given),35%[activator],0,1%,6%,/,/,/,/,-13%
O=C(Cc1cccs1)NNC(=S)NCc1ccco1,12%,-2,-10%,-2%,0%,-11%,-5%,6%,-4%
CSc1cccc(NC(=O)C2CCCN(S(=O)(=O)c3ccc4c(c3)CCCN4C(C)=O)C2)c1 (stereo not given),-4%,-24,-7%,-3%[60.1 µM],13%,56%[activator],-8%,/,-6%
O=c1c2c(nc3cc(-c4ccccc4)[nH]n13)CCS2,-13%,/,-1%,-23%,0%,-1%,1%,-4%,-1%
Cn1nc(C(=O)Nc2ccccc2N2CCOCC2)ccc1=O,1%,5,i,-5%,/,/,/,1%,1%
COC(=O)c1ccc2c(=O)n(CCCCCC(=O)NC(C)C)c(=O)[nH]c2c1,102%&-1%[activator],-17&-22,-9%&-5%,-11%,-3%&15%,-1%&3%,0%&-1%,-2%,-4%&-5%
Cc1csc(SCC(=O)N(C)CC(=O)Nc2ccc(F)cc2)n1,/,/,/,/,27%,-2%,-1%,6%,/
CCCc1nc2ccccc2c(=O)n1CC(=O)c1ccc(F)cc1,?,9,1%,-17%,-1%,4%,-3%,6%,-18%
O=C(c1ccco1)N(Cc1ccccc1)c1cccc([N+](=O)[O-])c1,64%[activator],-2,0%,-4%,-1%,?,-10%,5%,-22%
CCOC(=O)c1c(S(=O)(=O)NCC(=O)NCc2cccc(C)c2)c(C)n(C)c1C,28%&32%,6&3,4%&-8%,-11%,1%&16%,-5%&4%,-8%&2%,-13%,-14%&3%
COC(=O)c1sc2ncccc2c1OCc1ccccc1Cl,15%,-11,6%,-21%,33%,-16%,-3%,-4%,2%
COc1ccc(NC(=O)CSc2nccn2-c2cccc(OC)c2)cc1,19%,-1,-4%,-20%,10%,-13%,-2%,-5%,-13%
O=C(COC(=O)c1ccc(=O)n(Cc2ccccc2)n1)Nc1ccc2c(c1)OCCO2,11%,3,-10%,-1%,-7%,2%,-1%,-9%,-5%
CCN1CCc2c(C#N)c(N3CCOCC3)nc(NCCO)c2C1,14%,7,-3%,-17%,0%,88%[activator],-1%,4%,1%
Cc1ccc(CNC(=O)C(=O)NCC2CCCN2S(=O)(=O)c2cc(C)ccc2C)cc1 (stereo not given),35%[activator],23,-1%,4%,/,/,/,-19%,-24%
CC(C)C(NC(=O)c1ccco1)C(=O)OCC(=O)NCCc1ccccc1 (stereo not given),21%,3,9%,-7%,/,/,/,10%,3%
CN(CCC#N)C(=O)COC(=O)c1c2c(nc3ccccc13)/C(=C\c1ccco1)CC2,4µM*,-13,-29%,22µM*,/,/,/,/,11µM*
CN(C)CCCOc1cccc(Oc2ccccc2)c1,25%,7,i,-7%,0%,-14%,6%,-2%,-11%
C=CCN(C(=O)CNC(=O)c1ccco1)C(C(=O)NC1CCCC1)c1cccs1 (stereo not given),17%,-5,i,1%,28%,-8%,3%,-4%,-8%
COc1ccc2ccccc2c1C1NC(=O)NC(C)=C1[N+](=O)[O-] (stereo not given),3%,3,-11%,-1%,24%,4%,-2%,2%,2%
CCOC(=O)c1nc(S(C)(=O)=O)ncc1N1CCOCC1,17%,-6,-6%[11.5 µM],-2%,-1%,-10%,1%,-1%,-8%
C=CCN1CCN(C(=O)CCc2ccccc2)CC1,86%[activator],3,i,-4%,20%,-6%,-3%,11%,-16%
Clc1ccc(CN2CCc3nc(Nc4ccc5c(c4)OCCO5)ncc3C2)cc1,-12%,-27,/,-4%[60.1 µM],-24%,44%[activator],-8%,/,/
SMILES,POLI inh,RXFP1 antag,Tb PGK inh,POLK inh,Pol beta inh,Anesthetic bind,BLM inh,APEX1 inh,Pol eta inh
Cc1nnsc1SCC(=O)O,-2%,8,-1%,-5%,-1%,-6%,-2%,-4%,10%
Cc1ccc(-n2c(CC#N)n[nH]c2=S)c(C)c1,77%[activator],-12,-3%,-5%,15%,-3%,-1%,-7%,-9%
Cc1noc(C)c1S(=O)(=O)NCCc1csc2nc(-c3ccc(Cl)cc3)nn12,-1%,-29,3%,-10%[60.1 µM],1%,5%,0%,/,0%
C=CCN(C/C(=N\O)c1sc(C(=O)OCC)nc1C)c1cccc(Br)c1,-10%,/,-9%,1%,/,/,/,/,-12%
Cn1c(=O)c2c(SCC(=O)NCCc3ccccc3)nc(C3CC3)nc2n(C)c1=O,24%,6,i,-1%,-17%,6%,-2%,1%,-19%
COC(=O)c1ccccc1NC(=O)CN1CCC(C(=O)c2ccc3c(c2)OCCO3)CC1,-1%,-7,9%,-4%,16%,-17%,-12%,-1%,-16%
CC(=O)O[C@]1(C(C)=O)CCC2C3CCC4=C/C(=N/OCC(=O)O)CC[C@]4(C)C3CC[C@@]21C (stereo not given in full),23%,0,i,8%,10%,-4%,0%,9%,-13%
Cc1ccc(Cl)cc1N1CCN(C(=O)c2cc(S(=O)(=O)N3CCCCC3)cn2C)CC1,?,/,-2%,-14%[60.1 µM],3%,-18%,-2%,/,-2%
C=CC(=C)CC(NC)c1ccccc1 (stereo not given),2%[58.9 µM],0,i,-10%,26%,-9%,-1%,1%,0%
COc1ccc(-n2cc(-c3ccccc3)c3c(SC(C)C(C)=O)ncnc32)cc1 (stereo not given),?,-1,-5%,-2%,39%,69%[activator],-5%,/,4%
Cc1ccc(NC(=O)c2sc3ncnc(N(C)C4CCCCC4)c3c2C)cc1,23%,1,3%,-5%[60.1 µM],-2%,25%,-6%,/,-8%
O=C(COC(=O)c1ccc(C(F)(F)F)cc1)Nc1cccc(S(=O)(=O)N2CCCCC2)c1,?,-1,0%,-28%,/,/,/,-20%,-13%
O=C(NCC1CC1)C1(C(F)(F)F)CC(CCCO)CCCO1 (stereo not given),108%&13%[activator],/,-5%,-3%&6%,/,-8%,3%,1%,-16%
COc1ccc(OCC(=O)N/N=C2\CCCc3ccccc32)cc1,6%,-1,-6%,-2%,1%[57.1 µM],?,-3%,-2%,-6%
O=S1(=O)[C@H]2CC3O[C@]2(C[C@@H]3c2ccc(F)cc2)CN1Cc1ccc(Cl)cc1,-6%,/,-1%,-5%,4%,-4%,-6%,-3%,-8%
O=C(c1ccncc1)N1CCCC(N2CCN(c3cccc(C(F)(F)F)c3)CC2)C1 (stereo not given),-6%,1,-9%,11%,3%,-12%,-1%,5%,-13%
COc1cc(OC)c(NS(=O)(=O)c2cc(-c3cnc(C)o3)ccc2OC)cc1Cl,12%,/,-10%,5%[60.1 µM],-28%,8%,-5%,/,-26%
Cc1ccccc1N=Cc1cc2c(cc1O)OC(N)=C(C#N)C2c1ccccc1 (stereo not given),-17%,10,3%,?,31%,8%,-6%,-5%,?
Cc1cccc(NC(=O)CSc2ncc(-c3ccc(Br)cc3)[nH]2)c1,-10%,-14,-1%,10%,5%,?,-2%,/,-20%
CCc1ccccc1N(C)C(=O)CCc1nc(-c2ccc(C)cc2)no1,7%,-18,i,-5%,-14%,84%[activator],-17%,-3%,-10%
Cc1cc(Br)ccc1N=C1C(=O)Nc2ccccc21,7%,15,/,-3%,18%,4%,-3%,24%,-19%
Cc1ccc(NC(=O)[C@@H]2CCCN2S(=O)(=O)c2ccc(Cl)cc2)cc1,9%,-19,-1%,-10%,/,/,/,16%,-7%
Cn1c(-c2ccc3c(c2)OCO3)cnc1NCc1cccc(O)c1,22%,-9,7%,-7%,-20%,-7%,-7%,2%,-8%
Cc1onc(-c2ccccc2)c1C(=O)NNC(=O)c1ccccc1,15%,-3,-5%,2%,/,/,/,-3%,-6%
NS(=O)(=O)c1ccc(N2C(=O)C3CC=CCC3C2=O)cc1 (stereo not given),?,5,?,?,?,?,-1%,?,-8%
SMILES,POLI inh,RXFP1 antag,Tb PGK inh,POLK inh,Pol beta inh,Anesthetic bind,BLM inh,APEX1 inh,Pol eta inh
CN(C)CCNC(=S)Nc1ccc(-c2nc3ccccc3[nH]2)cc1,23%,1,i,-5%,?,-19%,5%,-3%,-14%
CCCNC(=O)COC(=O)/C=C/c1ccc2c(c1)OCO2,-4%,-6,-6%,-13%,21%,-1%,-1%,7%,-4%
CCN(CC)S(=O)(=O)c1cccc(NC(=O)COC(=O)CNC(=O)c2cccc(F)c2)c1,12%,-4,-1%,-1%,0%,-7%,-1%,3%,-8%
CCOc1ccc(CCNC(=O)c2ccc(C)c(NC3=NC4CS(=O)(=O)CC4S3)c2)cc1 (stereo not given),23%,-12,-7%,-14%,0%,2%,-2%,2%,-9%
C#CCSc1nc(-c2ccccc2)cc(C(F)(F)F)c1C#N,9%,15,-5%,-12%,-7%,4%,-4%,7%,-8%
CC(C)c1nnc(NC(=O)c2ccc3c(c2)OCO3)s1,2%,-4,-7%,0%,13%,-1%,-2%,-3%,-19%
O=C(O)CCC(=O)NC(c1ccccc1)c1ccccc1,50%[activator],-6,9%,-15%,3%,1%,-2%,20%,-6%
O=C(CCc1ccc(S(=O)(=O)N2CCOCC2)cc1)NCCCN1CCCC1=O,9%,7,-3%,-5%,4%,-7%,1%,-3%,-2%

# Arranged by value in Pol eta inh (rising): some entries from above.
SMILES	POLI inh	RXFP1 antag	Tb PGK inh	POLK inh	Anesthetic bind	BLM inh	APEX1 inh	Pol eta inh
CCN(CC)S(=O)(=O)c1cccc(NC(=O)COC(=O)CNC(=O)c2cccc(F)c2)c1	12%	-4	-1%	-1%	-7%	-1%	3%	-8%
O=C(O)CCC(=O)NC(c1ccccc1)c1ccccc1	50%[activator]	-6	9%	-15%	1%	-2%	20%	-6%
CCCNC(=O)COC(=O)/C=C/c1ccc2c(c1)OCO2	-4%	-6	-6%	-13%	-1%	-1%	7%	-4%
O=C(CCc1ccc(S(=O)(=O)N2CCOCC2)cc1)NCCCN1CCCC1=O	9%	7	-3%	-5%	-7%	1%	-3%	-2%
